NOD2 RIPK2 PPI = NOD2-RIPK2 binding disruptors in cells, primary screen, fluorescence, CHO cells, BLA complementation. CCF4 ratio. inhibition, % at 4.98 µM. 360,000 compounds, 0.38% hits. AID 624267, 2012; in the data active means inhibition above about 21%;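 further: 0% = vehicle only and 100% = reference blocker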
TLR9-MyD88 block = inhibitors of TLR9-MyD88 association in cells, primary screen, cell-based, CHO, BLA complementation, fluorescence; CCF4 FRET ratio; Toll-like receptor 9 (Homo sapiens) + Myeloid differentiation primary response protein …; inhibition, % at 4.98 µM; 340,000 compounds, 0.21% hits;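 active means inhibition above the mean over all tested compounds plus 3 SD, cut at about 21% in these data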;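 further: 0% = DMSO only wells and 100% = clavulanate BLA inhibitor control wells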
LRH-1 inv ag = LRH-1 (NR5A2) inverse agonists, primary screen, cell-based, luminescence, HEK293T, StAR-luciferase reporter. Nuclear receptor subfamily 5 group A member 2 (Homo sapiens), O00482. LRH-1 transfected, 24 h. inhibition, % at 3.6 µM. 360,000 compounds, 0.13% hits;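 active means inhibition above the mean inhibition of all tested compounds plus 3 SD, cut at about 73% in these data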;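 further: 0% = DMSO wells and 100% = reporter-only cells lacking LRH-1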
Vif imaging = HIV Vif self-association inhibitors, primary screen, imaging, HEK293T, single point. HEK293T cells, Vif self-association by quenched fluorescence, 24 h. inhibition, % at 7.49 µM. 340,000 compounds, 0.35% hits. AID 602346, 2012; in the data active means inhibition above about 50%, passing the limit was not always enough; further: some results filed as inactive read as strong as hits
EBV LMP1 NFkB = EBV LMP1-driven NF-kappaB luciferase reporter inhibitors, primary screen, cell-based, luminescence, single point; LMP1-induced NF-kappaB luciferase reporter cells; inhibition, % at 12.5 µM; 350,000 compounds, 0.69% hits; AID 504558, 2011; in the data active means inhibition above about 41%;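 further: 0% = neutral control wells and 100% = reference inhibitor control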
NCOA3 inh = SRC3 coactivator transcriptional activity inhibitors, primary screen, cell-based, luminescence. AID 588352, 2011. HEK293 GAL4-SRC3 luciferase reporter. 360,000 compounds, 0.17% hits. inhibition, % at 3.6 µM. Nuclear receptor coactivator 3 (Homo sapiens), Q9Y6Q9;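 active means inhibition above a per-campaign cutoff, the mean of all compounds plus 3 SD, cut at about 60% in these data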;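 further: 0% = DMSO-treated cells and 100% = gossypol-treated cells at 36 µM; higher means less SRC3-driven luciferase light from the GAL4 reporter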
Target sequence (Q9Y6Q9 whole entry, looked up, the tested form may be a part): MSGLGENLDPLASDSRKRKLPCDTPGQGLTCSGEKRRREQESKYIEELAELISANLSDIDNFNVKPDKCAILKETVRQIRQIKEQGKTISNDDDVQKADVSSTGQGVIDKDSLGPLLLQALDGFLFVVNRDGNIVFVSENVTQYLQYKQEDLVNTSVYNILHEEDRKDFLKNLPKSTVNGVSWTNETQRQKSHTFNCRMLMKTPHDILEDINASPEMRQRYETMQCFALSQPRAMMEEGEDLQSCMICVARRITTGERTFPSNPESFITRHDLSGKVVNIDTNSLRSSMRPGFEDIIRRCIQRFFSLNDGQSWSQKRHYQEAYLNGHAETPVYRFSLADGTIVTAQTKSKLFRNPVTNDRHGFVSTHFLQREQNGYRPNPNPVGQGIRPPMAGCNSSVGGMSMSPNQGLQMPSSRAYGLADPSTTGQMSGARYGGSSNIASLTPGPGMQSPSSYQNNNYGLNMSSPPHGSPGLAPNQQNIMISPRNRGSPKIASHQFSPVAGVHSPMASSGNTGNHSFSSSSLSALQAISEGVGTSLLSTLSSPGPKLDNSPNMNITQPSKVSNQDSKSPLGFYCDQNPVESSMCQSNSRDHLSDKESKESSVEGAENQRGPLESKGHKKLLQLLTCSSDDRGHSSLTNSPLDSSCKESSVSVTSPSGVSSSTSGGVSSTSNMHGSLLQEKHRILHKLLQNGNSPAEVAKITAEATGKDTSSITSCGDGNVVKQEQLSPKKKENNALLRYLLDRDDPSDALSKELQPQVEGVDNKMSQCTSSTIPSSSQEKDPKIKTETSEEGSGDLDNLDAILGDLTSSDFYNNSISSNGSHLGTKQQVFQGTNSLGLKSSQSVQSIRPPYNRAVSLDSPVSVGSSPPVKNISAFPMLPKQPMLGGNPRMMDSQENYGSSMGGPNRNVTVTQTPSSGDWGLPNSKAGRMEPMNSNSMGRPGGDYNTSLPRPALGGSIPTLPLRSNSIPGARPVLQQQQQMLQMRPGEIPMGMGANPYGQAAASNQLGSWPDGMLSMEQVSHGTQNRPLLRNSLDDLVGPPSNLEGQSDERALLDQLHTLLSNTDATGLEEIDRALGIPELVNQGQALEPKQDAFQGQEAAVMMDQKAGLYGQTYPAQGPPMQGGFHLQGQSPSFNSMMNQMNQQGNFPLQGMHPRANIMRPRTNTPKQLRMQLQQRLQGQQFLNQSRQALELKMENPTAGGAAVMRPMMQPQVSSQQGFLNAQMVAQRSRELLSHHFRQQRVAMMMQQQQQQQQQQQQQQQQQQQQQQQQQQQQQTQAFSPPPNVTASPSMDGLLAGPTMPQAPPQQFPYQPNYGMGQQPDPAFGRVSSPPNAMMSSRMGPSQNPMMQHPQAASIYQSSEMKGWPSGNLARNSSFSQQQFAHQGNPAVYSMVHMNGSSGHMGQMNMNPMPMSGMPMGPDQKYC
COUP-TFII inh = NR2F2 transcriptional activity inhibitors, primary screen, cell-based, luciferase reporter, HEK293T, luminescence | COUP transcription factor 2 (Homo sapiens), P24468 | HEK293T NGFI-A luciferase reporter | inhibition, % at 8.6 µM | 370,000 compounds, 0.7% hits | AID 686940, 2013;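 active means inhibition above a per-plate cutoff, mean inhibition of test wells between control levels plus 3 SD, cut at about 38% in these data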;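 further: cells cotransfected with COUP-TFII expression vector driving the NGFI-A reporter; 0% = median of COUP-TF2 test wells and 100% = reporter-only cells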
C8 TRAIL sens = viability loss with TRAIL in NB7+C8 cells, primary screen, TRAIL sensitizer project, cell-based, ATPlite luminescence; 360,000 compounds, 1% hits; AID 624354, 2012; inhibition (viability loss, TRAIL sensitization), % at 10 µM;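 active means compounds causing at least 50% loss of cell viability in the single-dose screen, relative to plate controls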
SRC2 inh = inhibition of GAL4-SRC2 driven luciferase reporter, primary screen, SRC2 inhibitor project, cell-based, luminescence | Nuclear receptor coactivator 2 (Homo sapiens), Q15596 | HEK293 GAL4-SRC2 luciferase reporter | inhibition, % at 9 µM | 370,000 compounds, 0.17% hits;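 active means inhibition above the mean inhibition of all tested compounds plus 3 SD, set per campaign, cut at about 52% in these data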;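 further: 0% = DMSO treated cells and 100% = cells given Gossypol at 36 µM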
NCOA1 inh = SRC1 coactivator transcriptional activity inhibitors, primary screen, cell-based, luminescence; Nuclear receptor coactivator 1 (Homo sapiens), Q15788; HEK293 GAL4-SRC1 luciferase reporter; inhibition, % at 3.6 µM; 360,000 compounds, 0.12% hits;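 active means inhibition above the campaign mean plus 3 SD, with each screening campaign given its own cutoff, cut at about 60% in these data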;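 further: 0% = DMSO treated cells and 100% = gossypol at 36 µM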
TROY signal inh = inhibitors of TROY-driven NF-kB signaling, primary screen, Q293 LMP1-TROYcd cells, NF-kB luciferase, uHTS; Q293 LMP1-TROYcd NF-kB luciferase reporter, 4 h; inhibition, % at 10 µM; 360,000 compounds, 0.98% hits;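 active means compounds whose plate-normalised and pattern-corrected inhibition of the luciferase reporter signal at the single screening dose is 50% or more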
Numbers without * were called inactive; . = not tested or not shown. Some of the compounds tested (hit frequency here may not be typical).

entry	canonical_smiles	NOD2 RIPK2 PPI	TLR9-MyD88 block	LRH-1 inv ag	Vif imaging	EBV LMP1 NFkB	NCOA3 inh	COUP-TFII inh	C8 TRAIL sens	SRC2 inh	NCOA1 inh	TROY signal inh
1	O=C(NNC(=O)c1cc(-c2ccccc2)nc2ccccc12)Nc1cccc(Cl)c1	-1	-9	21	-7	2	-2	7	-10	-18	5	69*
2	O=C(O)c1ccccc1-c1ccc([N+](=O)[O-])cc1Cl	18	-7	38	-10	-1	-1	8	-5	7	2	-11
3	COc1ccc(C(=O)NC2CC2)cc1OC1CCN(Cc2ccc(F)cc2F)CC1	-5	-3	-14	-5	28	-3	10	13	7	4	10
4	CCCCC(=O)Nc1ccc(C(=O)Nc2nnc(COC)s2)cc1	1	-5	-12	0	-4	-13	-11	-6	-21	11	7
5	COC(CNC(=O)c1ccc2c(=O)n(Cc3ccc(Cl)cc3)c(=S)[nH]c2c1)OC	0	1	7	-15	-3	-5	-7	3	16	10	-15
6	COc1ccc(C(=O)/C=C/c2cccs2)c(OC(=O)c2cccc([N+](=O)[O-])c2)c1	-3	1	-5	1	-1	-17	-1	10	-16	-20	-29
7	CCOC(=O)Cn1c(=N)n(CCOc2ccc3ccccc3c2)c2ccccc21	15	3	15	-18	-18	6	1	2	-19	4	-28
8	CC(C)(C)NC(=O)CSc1nnnn1C(C)(C)C	-3	-5	2	0	2	-6	-9	-16	-9	-24	-10
9	CCn1ncc(/C=C/C(=O)NCc2cn(C)nc2C)c1C	2	-5	-17	-4	-9	8	0	6	12	3	-15
10	CCCN(C)C[C@H]1Oc2cc(C#Cc3ccc(F)cc3)ccc2S(=O)(=O)N([C@H](C)CO)C[C@@H]1C	-6	0	11	-1	1	-1	7	3	20	16	-16
11	NS(=O)(=O)c1ccc(NC(=O)COc2cccc3ccccc23)cc1	-5	8	-1	3	2	13	5	-15	-9	11	3
12	CCOc1ccccc1Nc1cc(C)c2cccc(C)c2n1	0	0	0	-3	9	13	3	6	-29	-4	-6
13	O=C(Cn1cc(COc2ccc(Cl)c(Cl)c2)nn1)NS(=O)(=O)c1ccccc1C(F)(F)F	3	.	8	6	.	-15	16	-23	-21	-7	4
14	O=C(COC(=O)c1ccc(S(=O)(=O)N2CCCC2)cc1)Nc1ccc(N2CCOCC2)cc1	-9	.	43	2	-3	6	21	7	-21	11	-2
15	CNS(=O)(=O)c1cccc(C(=O)OCC(=O)N2CCc3ccccc3C2)c1	-7	5	11	.	-6	-9	-26	-5	5	-11	-1
16	Cc1ccc(-c2nnc(N3CCN(S(C)(=O)=O)CC3)c3ccccc23)cc1	0	0	0	-27	3	7	10	14	11	13	-5
17	O=C(Oc1ccc2c3c(c(=O)oc2c1)CCC3)c1ccco1	0	-4	-6	.	6	-8	-5	-20	11	-4	-11
18	Cc1cc(SC(C)C(=O)Nc2ncc(Cl)cc2Cl)nc2ccccc12 (centres undefined)	3	-6	-7	-1	33	-4	1	41	4	2	-21
19	O=C(NC1CC1)C1CCN(C(=O)c2ccccc2Cl)CC1	-1	-3	1	12	2	8	-11	9	-16	11	-8
20	Cc1nc(CS(=O)(=O)c2ccccc2)cc(Sc2ccccc2Cl)n1	-6	-2	-58	-5	-19	-35	-26	-14	-31	-35	-88
21	CCCS(=O)(=O)NC(=O)C1(C)CCN(C(=O)COc2ccc(Cl)cc2Cl)C1 (centres undefined)	-10	.	1	4	.	-7	12	-1	4	-28	-3
22	O=C(Cc1ccccc1)Nc1c(C(=O)N2CCCCCC2)cnn1-c1ccccc1	1	4	13	5	0	28	8	-7	-8	-13	3
23	Cc1cc(C)n2nc(C(=O)OCC(=O)Nc3ccc(Cl)cc3)nc2n1	7	0	26	-1	-3	-8	-2	-8	-49	16	-3
24	CCc1ccc(NC(=O)CSc2nnc(C)c(=O)n2N)cc1	0	4	19	-1	-5	9	14	1	8	6	15
25	CCC(C)Sc1nnc(Cc2cc(=O)[nH]c(=O)[nH]2)n1-c1ccc(F)cc1 (centres undefined)	-15	3	10	6	-27	-3	7	-25	-9	0	7

Entries 17 through 25, reprinted for reference:
entry	canonical_smiles	NOD2 RIPK2 PPI	TLR9-MyD88 block	LRH-1 inv ag	Vif imaging	EBV LMP1 NFkB	NCOA3 inh	COUP-TFII inh	C8 TRAIL sens	SRC2 inh	NCOA1 inh	TROY signal inh
17	O=C(Oc1ccc2c3c(c(=O)oc2c1)CCC3)c1ccco1	0	-4	-6	.	6	-8	-5	-20	11	-4	-11
18	Cc1cc(SC(C)C(=O)Nc2ncc(Cl)cc2Cl)nc2ccccc12 (centres undefined)	3	-6	-7	-1	33	-4	1	41	4	2	-21
19	O=C(NC1CC1)C1CCN(C(=O)c2ccccc2Cl)CC1	-1	-3	1	12	2	8	-11	9	-16	11	-8
20	Cc1nc(CS(=O)(=O)c2ccccc2)cc(Sc2ccccc2Cl)n1	-6	-2	-58	-5	-19	-35	-26	-14	-31	-35	-88
21	CCCS(=O)(=O)NC(=O)C1(C)CCN(C(=O)COc2ccc(Cl)cc2Cl)C1 (centres undefined)	-10	.	1	4	.	-7	12	-1	4	-28	-3
22	O=C(Cc1ccccc1)Nc1c(C(=O)N2CCCCCC2)cnn1-c1ccccc1	1	4	13	5	0	28	8	-7	-8	-13	3
23	Cc1cc(C)n2nc(C(=O)OCC(=O)Nc3ccc(Cl)cc3)nc2n1	7	0	26	-1	-3	-8	-2	-8	-49	16	-3
24	CCc1ccc(NC(=O)CSc2nnc(C)c(=O)n2N)cc1	0	4	19	-1	-5	9	14	1	8	6	15
25	CCC(C)Sc1nnc(Cc2cc(=O)[nH]c(=O)[nH]2)n1-c1ccc(F)cc1 (centres undefined)	-15	3	10	6	-27	-3	7	-25	-9	0	7

New compounds follow:
entry	canonical_smiles	NOD2 RIPK2 PPI	TLR9-MyD88 block	LRH-1 inv ag	Vif imaging	EBV LMP1 NFkB	NCOA3 inh	COUP-TFII inh	C8 TRAIL sens	SRC2 inh	NCOA1 inh	TROY signal inh
26	CCC(=O)NC(c1ccccc1)c1nc2ccccc2[nH]1 (centres undefined)	3	0	-28	-11	-27	-38	-30	4	-61	-63	-30
27	Cc1cccc(NCC(O)Cn2cnc3c2c(=O)n(C)c(=O)n3C)c1 (centres undefined)	9	4	1	.	6	10	0	-12	-5	3	11
28	Cc1ccc(N2CC(C(=O)Nc3ccc(S(=O)(=O)N4CCCC4)cc3)CC2=O)cc1 (centres undefined)	-2	-3	-1	-5	8	-24	15	-2	15	12	12
29	Cc1c(Cl)cccc1NC(=O)CSc1nncn1-c1cccnc1	-7	-4	8	-1	-1	-11	10	10	2	-14	-6
30	Cc1ccc(Oc2nnc(-c3cccs3)c3ccccc23)cc1	-18	-7	-4	-2	8	2	-9	6	7	2	2
31	COc1cccc(C(=O)N2CCN(Cc3ccccn3)CC2)c1	-5	2	-5	-14	-2	4	-15	-6	9	3	0
32	O=C1CNC(=O)N1CC(O)Cn1c2ccccc2c2ccccc21 (centres undefined)	2	3	24	2	-1	7	-9	9	-3	5	8
33	CCOC(=O)c1c(C)[nH]c(C(=O)COC(=O)CNS(=O)(=O)c2ccc(C)cc2)c1C	5	5	-7	-1	4	7	3	-8	-13	-6	5
34	Cc1ccc(S(=O)(=O)N2CCC(c3nc4c(nnn4Cc4ccccc4)c(=O)[nH]3)CC2)cc1	-9	.	-10	4	8	-2	18	21	-4	-13	3
35	COc1ccc(OC)c(N(CC(=O)O)S(=O)(=O)c2ccc(OC)c(OC)c2)c1	4	9	-6	1	-3	-3	-1	0	0	-7	4
36	Cc1cccc(NC(=O)CN(C)S(=O)(=O)c2cccc3cccnc23)c1	6	-3	-1	0	6	8	1	-5	-29	-9	-9
37	CCOC(=O)C1=C(CN2CCN(CCC#N)CC2)NC(=O)NC1c1ccc2c(c1)OCO2 (centres undefined)	-12	0	-8	11	0	8	11	-4	5	-9	-5
38	COc1ccc(CCn2c(N3CCN(C)CC3)nc3c2c(=O)[nH]c(=O)n3C)cc1	13	-3	5	11	3	-58	-33	-11	-18	-3	13
39	C=C(C)C1CC=C(C)/C(=N\NC(=S)Nc2ccc(C)cc2)C1 (centres undefined)	-9	-2	-34	3	-6	-23	-1	-13	-40	-41	8
40	CCN(CC)Cc1cc(NC2=NS(=O)(=O)c3ccccc32)ccc1OC(=O)c1ccccc1	-2	-10	-1	-5	1	13	12	2	12	16	4
41	COc1ccc(/C=C2\SC(=O)N(CC(=O)Nc3cccc(C)c3)C2=O)cc1O	-4	-4	15	-4	-5	9	-7	3	-10	19	-10
42	CCNc1nc(NCC)n2c(SCC(=O)c3ccccc3Cl)nnc2n1	-5	-10	24	2	-3	3	-9	-3	-6	4	-8
43	N#Cc1cccc(Cn2cc(C(F)(F)F)ccc2=O)c1	0	-4	-2	13	0	20	-11	-22	20	13	8
44	CC(=O)c1ccc(NC(=S)NC(C)c2ccc(Cl)cc2Cl)cc1 (centres undefined)	-1	-6	3	-8	-4	17	2	7	-11	-1	56*
45	Cc1nc(C(=O)N2CCC(n3nccc3NC(=O)Nc3ccccc3Cl)CC2)cs1	-11	-5	-2	5	-5	4	-6	-17	0	7	-12
46	O=C(c1ccncc1)N1CCCC(N2CCN(c3cccc(C(F)(F)F)c3)CC2)C1 (centres undefined)	-4	-4	1	5	9	-9	5	-4	1	-27	11
47	O=C(CN1CCN(S(=O)(=O)c2ccc(Cl)c(Cl)c2)CC1)N1CCCCC1	11	-3	-6	-1	5	4	-4	10	-21	-3	-6
48	CC1=CCC2C(=O)N(c3ccc(C(=O)N4CCCCCC4)cc3)C(=O)C2C1 (centres undefined)	1	2	-2	-10	32	5	2	-8	2	7	-17
49	CCOC(=O)C1CCN(CC(=O)Nc2ccc(OC)c(S(=O)(=O)N3CCCCC3)c2)CC1	-10	-8	-10	-5	3	-1	8	-19	11	-6	0
50	Cc1ccc(-n2nc3c(c2NC(=O)c2ccccc2)CS(=O)(=O)C3)cc1C	9	-6	10	4	0	4	-7	6	-11	-3	10
51	CSc1ccc(CN2C(=O)NC3(CCCCCCC3)C2=O)cc1	4	0	1	-1	0	7	5	-3	13	3	-23
52	COc1cc(NC(=S)NC(C)=O)ccc1NC(=O)C(C)C	-6	5	-22	-1	-3	-49	4	6	-24	-22	-8
53	CCN(CC(=O)Nc1c(F)cccc1F)C(=O)CN1c2cccc3cccc(c23)S1(=O)=O	-4	1	-2	1	1	-23	16	-8	-10	-17	5

Compound activity deposited in PubChem BioAssay by several laboratories.
